Eya2 phos inh: blocks the phosphatase activity of human Eya2; 330,000 tested, 0.006% active; recombinant Eya2, OMFP fluorescence dephosphorylation (OMFP is methylfluorescein phosphate); Potency, µM (series often up to 76.9 µM), inactives show at the top dose activity, negative = inhibition, actives largely listed as inhibitors; O00167; AID 488837; note: potency is the fitted concentration of half-maximal effect; % is set by controls: 0 for no effect and ±100 for the full control effect
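Eya2 (0.2 uM) preincubated 10 min at ambient with compound, then OMFP substrate added at 50 uM; 10 min reaction in 50 mM HEPES pH 7.5, 50 mM NaCl, 5 uM MgCl2, 0.05% BSA, 1 mM DTT. Fluorescence read at Ex 485/Em 525 nm.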
TSHR antagonist: antagonists of human thyroid stimulating hormone receptor; activity change, negative = inhibition, % at 11.5 µM; AID 504810; P16473; TSHR-expressing cells, TSH-stimulated cAMP HTRF, 2 h; stronger effect = lower value; 330,000 tested, 0.2% active;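 active = activity change below a set negative limit, meaning inhibition stronger than a set level, cut at about -70% in these data; inconclusive = activity change between two set negative limits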; note: % is set by controls: 0 for no effect and ±100 for the full control effect
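Freshly harvested TSHR cells receive pin-tooled compound, then EC80 TSH at 4nM final. After 2 hours at 37 deg C, antibody in lysis buffer and cAMP-d2 are added; 30 minutes at ambient temperature precede the HTRF read.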
hERG WT inh: KCNH2 (human, wildtype) channel inhibition | activity change, % at 1.84 µM | AID 720551 | 340,000 tested, 0.37% active | U2OS, BacMam KCNH2, thallium flux FluxOr; stronger effect = lower value | Q12809;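 active = maximum activity change below -70%; inconclusive = maximum activity change between -70% and -50%; inactive = maximum activity change above -50%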; note: % is set by controls: 0 for no effect and ±100 for the full control effect
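U2OS cells were transduced with wild-type KCNH2 virus (2.03 x 10^8 / mL) for 4 h at room temperature, then cultured overnight at 37 C. Thallium flux was read with FluxOr dye. Rate constants were normalized to DMSO controls.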
KCNH2 3.1 inh: blocks the human KCNH2 3.1 channel isoform; U2OS KCNH2 3.1, thallium flux FluxOr; stronger effect = lower value; activity change, % (tested at about 1.8 µM); 340,000 tested, 0.95% active;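 active = maximum activity change below -70%; inconclusive = maximum activity change from -70% to -50%; inactive = maximum activity change above -50%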;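 note: thallium influx rate constant from kinetic fluorescence after stimulation buffer; % is set by controls: 0 for no effect and ±100 for the full control effect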
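Thallium flux read-out: FluxOr dye with Red40 quencher in HBSS/HEPES, 45 min at RT. Rate constants from kinetic reads were normalized to positive and negative DMSO controls. Cells: U2OS virally expressing the 3.1 isoform.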
TRPV1 ag: human TRPV1 agonism; Q8NER1; 320,000 tested, 0.19% active; activation, % at 8.33 µM; TRPV1-expressing cells, Fluo-8 calcium influx, agonist mode; in the data active = activation above about 80%; inconclusive = between about 30% and that limit; note: 0% is about no effect
Target sequence (Q8NER1 whole entry, looked up): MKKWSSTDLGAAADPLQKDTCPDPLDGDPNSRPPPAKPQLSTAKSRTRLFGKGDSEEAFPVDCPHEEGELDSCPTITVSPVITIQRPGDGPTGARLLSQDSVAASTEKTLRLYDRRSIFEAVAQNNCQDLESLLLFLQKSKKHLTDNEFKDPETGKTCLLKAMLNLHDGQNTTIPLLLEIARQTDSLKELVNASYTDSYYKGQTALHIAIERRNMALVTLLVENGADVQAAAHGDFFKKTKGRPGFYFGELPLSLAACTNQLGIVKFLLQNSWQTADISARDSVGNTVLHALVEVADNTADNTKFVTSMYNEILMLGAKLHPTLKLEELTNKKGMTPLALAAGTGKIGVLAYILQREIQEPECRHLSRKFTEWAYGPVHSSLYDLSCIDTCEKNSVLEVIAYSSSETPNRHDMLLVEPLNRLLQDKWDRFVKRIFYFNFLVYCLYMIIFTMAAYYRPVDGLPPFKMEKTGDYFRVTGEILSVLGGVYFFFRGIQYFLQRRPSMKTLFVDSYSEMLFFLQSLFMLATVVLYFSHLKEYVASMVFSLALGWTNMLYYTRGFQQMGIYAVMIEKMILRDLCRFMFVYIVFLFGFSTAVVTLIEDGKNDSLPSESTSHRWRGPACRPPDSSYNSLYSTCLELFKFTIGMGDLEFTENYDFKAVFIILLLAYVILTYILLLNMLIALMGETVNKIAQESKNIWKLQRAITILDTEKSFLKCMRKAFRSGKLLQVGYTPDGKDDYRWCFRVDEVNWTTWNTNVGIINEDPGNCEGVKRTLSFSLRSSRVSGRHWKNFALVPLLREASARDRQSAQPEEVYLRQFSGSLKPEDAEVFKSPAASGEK
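Fluo-8 calcium influx in TRPV1-expressing cells, kinetic read (ex 480/em 520 nm). Compound added and read 3 min for agonist activity, followed by capsaicin at EC20 final and 2 min further read for enhancement.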
AT treatment: candidate therapy for ataxia-telangiectasia | Potency, µM (series often up to 57.5 µM), for inactives: at the top dose activation, most hits filed as activators | […] A-T fibroblasts, KAP-1 phosphorylation AlphaLISA; neocarzinostatin DNA damage 30 min before lysis | 320,000 tested, 0.19% active | AID 485349; note: potency is the fitted concentration of half-maximal effect; % of control where 0% means no effect; nearly all actives have a fitted effect of over 45% in size
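ATM-like activity read as KAP-1 phosphorylation via AlphaLISA donor/acceptor antibody pairs after lysis and 6 hr at 25C. Cells were ATM-null patient fibroblasts ([…], hTERT), dosed 60 min, then exposed to the DSB inducer NCS for 30 min.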
ELG1 DNA repair: blocks ELG1-dependent DNA repair in HEK293T cells. HEK293T ELG1-luciferase reporter, luminescence, 16 h; DNA damage induced by 5-fluorouridine. Potency, µM (titrated, usually from 46.1 µM), without a hit: at the top dose activity change, negative = inhibition, hits mostly inhibitors. AID 504467. 330,000 tested, 2.3% active; note: potency is the fitted concentration of half-maximal effect; % is set by controls: 0 for no effect and ±100 for the full control effect; nearly all actives have a fitted effect of over 55% in size
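5-Fluorouridine DNA damage + compound/DMSO, 2,000 cells/well, 16 h, 37 °C/5% CO2. ONE-Glo, 30 min RT, luminescence. Readout = decrease in reporter signal.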
TCR act: T cell receptor activation; primary human leukocytes, anti-CD3, IL-2 HTRF, 48 h; Potency, µM (titrated, usually from 9.22 µM), inactives show top-dose activation of IL-2 secretion, actives largely listed as activators; 330,000 tested, under 10 active; note: % of control where 0% means no effect
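TCR engagement came from a-CD3 beads alone, with compounds added to primary human leukocytes for 48 hr. Secreted IL-2 bridged europium cryptate- and d2-labelled anti-IL-2 antibodies, giving FRET emission at 665nm after 320nm excitation.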
Mito fusion act: blocks mitochondrial division or promotes mitochondrial fusion | S. cerevisiae fusion-defective mutant growth rescue, CellTiterGlo 48 h | 320,000 tested, 0.23% active | AID 485298 | Potency, µM (highest dose often 46.1 µM), inactives show top-dose growth rescue (activation), usual class: activators;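 note: potency is the fitted concentration of half-maximal effect; % of control where 0% means no effect; nearly all actives have a fitted effect of over 45% in size; temperature-sensitive fusion mutants such as fzo1-1 at 37 °C on non-fermentable ethanol glycerol medium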
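Temperature-sensitive fusion-defective S. cerevisiae (e.g. fzo1-1, mgm1-5) were grown with compound in YPEG medium (3% ethanol, 3% glycerol) for 48 hours at 37C. Growth rescue was measured as viability by CellTiterGlo luminescence after 10 minutes at ambient.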
USP2a block: blocks human ubiquitin-specific protease USP2a | O75604 | USP2 core, Ub-CHOP2 coupled fluorogenic reporter, 485/531 | Potency, µM (series often up to 38.3 µM), inactives show at the highest dose activity change, negative = inhibition, actives largely listed as inhibitors | 330,000 tested, 0.01% active | AID 463254;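 note: potency is the fitted concentration of half-maximal effect; plate controls were DMSO wells for no effect and full inhibition by NEM control for full effect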
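Deubiquitinase activity read as fluorescence (485/531 nm) after Ub-CHOP2 cleavage activates the enterokinase reporter on its substrate; USP2 core 10nM, Ub-CHOP2 and substrate 25nM each, 30min compound preincubation then 60min RT; data normalized to NEM, curves fitted.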
* marks the source's active call; other numbers are inactive results; ? = inconclusive; nt = not tested or not shown; [ ] = another dose, or the depositor's remark. Unless noted, calls come from the whole dose curve; as a rule, active = well fitted curve in the direction sought with a large enough effect; inconclusive = small, poorly fitted or top-dose-only effect, or another doubt; inactive = no such curve, though single readings can be large; an effect the other way counts as inactive or inconclusive.

Compound	Eya2 phos inh	TSHR antagonist	hERG WT inh	KCNH2 3.1 inh	TRPV1 ag	AT treatment	ELG1 DNA repair	TCR act	Mito fusion act	USP2a block
O=C(NCCCn1ccnc1)c1nc(Cn2cc([N+](=O)[O-])cn2)no1	-7%	21	-3	2	-5	5%	4%	4%	5%	0%
COc1ccc(-c2csc(NC(=O)CSc3nc(C)nc4sc(C(=O)O)c(C)c34)n2)cc1	18%	-27	-6	-16	-1	2%	-5%	10%	-2%	-1%
CCN(CC)c1ccc(C(=O)NNC(=O)CCl)cc1	-26%	30	-12	-7	-9	-6%	13%	-1%	-13%	-3%
CCOc1ccccc1C1CC(=O)NC(SCC)=C1C#N (configuration not stated)	-9%	-13	-3	-7	6	0%	-1%	11%	3%	2%
Cc1ccccc1CC(=O)N1CCN(C(=O)C2CCCO2)CC1 (configuration not stated)	-2%	9	15	17	3	13%	-21%	-3%	2%	2%
CC1CCCCC1NC(=O)c1cncc(Br)c1 (configuration not stated)	-4%[15.4 µM]	0	-3	7	9	-3%	?	3%	2%	3%
COCCn1c(C(C)C)nc2sc3ccccc3c(=O)c2c1=O	-13%	0	10	9	2	-5%	0%	14%	1%	1%
O=C(COc1cccc2ccccc12)N1c2ccccc2CCc2ccccc21	2%	-9	-21	-6	3	6%	-21%	-3%	12%	-7%
Cc1[nH]c2ccccc2c1N=Nc1cc(C(=O)O)cc(C(=O)O)c1	4%	-1	5	3	-2	1%	?	-1%	0%	5%
Cc1ccc(N2CCN(/N=C/c3cccnc3)CC2)cc1	7%	-1	9	13	12	1%	?	-1%	-4%	2%
CCCCSc1nc(C)cc(SCC(=O)N/N=C/c2ccccc2)n1	6%	-17	1	-8	21	2%	?	-2%	2%	4%
CSc1ccccc1NC(=O)CN(C)C(=O)COc1ncnc2ccccc12	8%	0	1	14	nt	-1%	6%	0%	nt	4%
Cc1cccc(Nc2cc(=O)[nH]c(=O)[nH]2)c1C	-6%	1	-9	26	-1	2%	9%	-5%	-3%	2%
CCN(CC)c1nc(SCCOC(=O)Nc2ccccc2)nc(N(CC)CC)n1	-9%	-19	7	-24	?	2%	-14%	-4%[46.1 µM]	5%	2%
O=C(N[C@H]1/C=C\[C@@H](O)CCCC1)OCc1ccccc1	-3%	-2	1	-3	nt	-5%	?	4%[46.1 µM]	nt	3%
CCN(C(C)=O)c1nc(CCl)cs1	-8%	8	-1	7	3	0%	5%	-2%	-6%	0%
CC(C)n1c(N2CCN(C(=O)Nc3ccc(Cl)cc3)CC2)nc2ccccc21	4%	-6	16	4	82*	-4%	-3%	-2%	-2%	1%
CN1CCCC(OC(=O)c2ccc(S(=O)(=O)N(C)C)cc2)C1 (configuration not stated)	5%	-2	-1	9	4	7%	?	15%	8%	5%
CN1CCN(c2oc(-c3ccc([N+](=O)[O-])cc3)nc2C#N)CC1	10%	-1	4	-9	9	23%	12%	-14%	-1%	6%
COc1ccc(CCNc2ccc(S(N)(=O)=O)cn2)cc1	-17%	-2	-4	-10	12	4%	17%	-1%	0%	-1%
c1ccc(CCN2CCN=C2Nc2ccccc2)cc1	-3%	11	-3	23	4	2%	-5%	5%	-2%	1%
COc1ccc(CN(C(=O)CO/N=C/c2ccccc2)c2ccccc2C(=O)O)cc1	-2%	-8	-4	10	0	2%	-2%	-1%[46.1 µM]	-3%	0%
Cc1ccccc1NC(=O)/C(C#N)=C\c1cccnc1	-9%	-3	6	-3	-5	-3%	9%	-6%	-4%	2%
CNC(=O)c1sc2nc(-c3ccc(OC)cc3)cn2c1C	-6%	10	0	5	-1	8%	?	-1%	8%	0%
N#Cc1ccc(-c2ccc(Cl)cc2)nc1SCC(=O)c1cccc(Cl)c1	-6%	24	-8	-5	-1	6%	?	-12%	0%	2%
Cn1c(SCC(=O)Nc2nccs2)nnc1-c1cccnc1	1%	20	1	-6	-1	0%	1%	2%	-1%	4%
O=S(=O)(/N=C(/Nc1nccs1)c1ccc(F)cc1)c1ccccc1	4%	-2	3	-1	nt	6%	-8%	-2%	nt	5%
COc1cccc(/C=N/NC(=O)c2cc3c(OC)ccc(OC)c3[nH]2)c1O	4%	12	20	-2	-5	-9%	3.7µM*	-2%	-3%	-8%
O=C(Nc1ccc(F)c(Cl)c1)Nc1csc2ccccc12	-16%	-22	2	-5	24	7%	2%	8%	-6%	1%
CC1=C(C#N)C(c2ccc(O)cc2)C2=C(CC(C)(C)CC2=O)N1 (configuration not stated)	-1%	-7	-1	14	1	22%	-2%	-2%[46.1 µM]	-4%	4%
CCOc1ccc(N2CC(C(=O)Nc3ccc4c(c3)OCO4)CC2=O)cc1 (configuration not stated)	1%	1	-2	24	-3	2%	-8%	1%	3%	-5%
Cc1nc(SCc2ccc(F)cc2)n[nH]1	-2%	0	12	-1	8	-2%	?	-1%	7%	3%

Part of the list above in order of number of heavy atoms, rising.
Compound	Eya2 phos inh	TSHR antagonist	hERG WT inh	KCNH2 3.1 inh	TRPV1 ag	AT treatment	ELG1 DNA repair	TCR act	Mito fusion act	USP2a block
Cc1nc(SCc2ccc(F)cc2)n[nH]1	-2%	0	12	-1	8	-2%	?	-1%	7%	3%
O=C(Nc1ccc(F)c(Cl)c1)Nc1csc2ccccc12	-16%	-22	2	-5	24	7%	2%	8%	-6%	1%
COc1cccc(/C=N/NC(=O)c2cc3c(OC)ccc(OC)c3[nH]2)c1O	4%	12	20	-2	-5	-9%	3.7µM*	-2%	-3%	-8%

More entries
Compound	Eya2 phos inh	TSHR antagonist	hERG WT inh	KCNH2 3.1 inh	TRPV1 ag	AT treatment	ELG1 DNA repair	TCR act	Mito fusion act	USP2a block
COc1ccc(C2/C(=C(\O)c3ccc4c(c3)OCCO4)C(=O)C(=O)N2Cc2cccnc2)cc1 (configuration not stated)	-2%	-37	7	13	-12	3%	?	-7%	27%	-8%
O=C(O)CSc1c(O)c2ccccc2[nH]c1=O	-5%	-7	nt	2	2	-3%	1%	-7%	4%	0%
Cc1ccsc1C(=O)NC1CCCCC1C (configuration not stated)	3%	-2	0	17	1	14%	19%	7%	7%	2%
COC(=O)c1ccc(NC(=S)NC2CC3CCC2C3)cc1 (configuration not stated)	-8%	0	-6	0	?	-6%	?	1%[46.1 µM]	4%	0%
O=C(CSc1nnc(Cc2ccccc2)n1Cc1ccco1)NC12CC3CC(CC(C3)C1)C2	-15%	-11	-1	-26	5	5%	?	nt	3%	-7%
Cc1cccc(C)c1Nc1c(-c2ccc(N3CCOCC3)cc2)nc2cnccn12	-4%	-5	-3	-8	7	15%	-1%	2%	5%	-1%
O=C(C1CCN(S(=O)(=O)c2cccs2)CC1)N1CCc2ccccc2C1	1%	0	4	-8	13	-8%	10%	4%	10%	0%
CCCc1cc(C(=O)NCc2ccco2)no1	1%	-6	-8	-2	nt	3%	?	-2%	4%	0%
Cc1ccc(C(=O)Nc2ccccc2Cl)cc1	6%	-15	-1	1	25	8%	?	11%	2%	0%
CCCCN(C(=O)CCC(=O)O)C1CC(=O)N(c2ccc(OCCC)cc2)C1=O (configuration not stated)	4%	0	-1	-1	16	0%	12%	-3%	-2%	-1%
O=C(c1ccco1)N1CCN(C(=O)N2c3ccccc3Sc3ccccc32)CC1	-4%	6	4	-17	1	-3%	?	-21%	?	1%
O=C(Nc1nc(-c2ccc(Cl)s2)cs1)c1ccco1	?	-9	8	-10	?	24%	?	0%	11%	-2%
O=S(=O)(N/N=C\c1cccn1-c1ccccc1)c1ccc2ccccc2c1	-4%	28	-1	-2	-1	-1%	0%	-8%	4%	-2%
N#Cc1cc2c(nc1SCc1cccnc1)CCC2	-8%	-9	2	-12	2	2%	?	-5%	7%	0%
CCN(CC)S(=O)(=O)c1ccc(N/N=C(\C)c2ccncc2)c([N+](=O)[O-])c1	-6%	4	2	9	-9	15%	8%	3%	-22%	2%
COc1ccccc1C1CN(c2ccccc2)N=C1c1cccs1 (configuration not stated)	21%	73	-2	-4	-1	27%	12%	-4%	3%	-1%
CCC(C)(C)n1nnnc1C(c1ccc2ncccc2c1)N1CCCC(C)C1 (configuration not stated)	3%	-3	-1	8	?	-3%	-5%	-5%[46.1 µM]	9%	1%
CNCC/C=C1/c2ccccc2CSc2ccccc21	-2%	-7	-7	-7	1	nt	8%	-5%[46.1 µM]	-9%	1%
COc1cccc(C(=O)N2N=C(c3ccccn3)CC2(O)C(F)(F)F)c1 (configuration not stated)	16%	6	-3	-21	nt	9%	-3%	-3%	15%	-5%
CCCn1c(SCC(=O)N(C)CC(=O)Nc2ccc(C)cc2)n[nH]c1=O	24%	9	-3	-2	-5	-1%	18%	-4%	-1%	2%

Bioassay records deposited in PubChem by National Center for Advancing Translational Sciences (NCATS).

This is a subset; rates above refer to the full screens.
